Screening results: PubChem, National Center for Advancing Translational Sciences (NCATS)
KB-3-1 cytotox: KB-3-1 parental cell cytotoxicity | KB-3-1 viability, CellTiter-Glo ATP luminescence, 72 h | Potency, µM (series often up to 46.1 µM), without a hit: at the top dose activity change, negative = cytotoxic, most hits filed as cytotoxic | 400,000 tested, 1.4% active | AID 1347075; also: potency is read from the fitted curve at half-maximal effect; % is scaled to controls: 0 for no effect and ±100 for the full control effect; nearly all actives have a fitted effect of over 60% in size
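Parental KB-3-1 adenocarcinoma cells in phenol-red-free DMEM with 10% FBS were pin-treated with compounds at several concentrations, incubated 72 h at 37 °C, and viability read by CellTiter-Glo luminescence; concentration-effect curves were fitted after normalization.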
DRD3 agonist: activates the human D3 dopamine receptor. max activation, %. 410,000 tested, 0.58% active. AID 652048. P35462. D3R DiscoveRx beta-arrestin cells, luminescence, 90 min; in the data active = max activation above about 30%; also: 0% is about no effect; mostly tested at two doses, the higher about 12 µM
Target sequence (P35462 whole entry, looked up): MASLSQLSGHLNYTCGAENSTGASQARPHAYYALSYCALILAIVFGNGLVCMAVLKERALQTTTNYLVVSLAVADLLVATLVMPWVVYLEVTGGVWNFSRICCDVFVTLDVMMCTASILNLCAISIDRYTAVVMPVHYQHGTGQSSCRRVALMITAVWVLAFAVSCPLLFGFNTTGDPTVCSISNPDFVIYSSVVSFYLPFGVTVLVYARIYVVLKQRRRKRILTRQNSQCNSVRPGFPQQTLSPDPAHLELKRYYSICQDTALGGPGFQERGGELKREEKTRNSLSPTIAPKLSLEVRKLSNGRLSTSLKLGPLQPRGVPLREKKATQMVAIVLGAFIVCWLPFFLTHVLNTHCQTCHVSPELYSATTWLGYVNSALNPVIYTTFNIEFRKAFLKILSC
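Agonist-mode cell screen: cells plated at 1500/well and incubated overnight at 37 °C, then exposed to library compounds for 90 min at 37 °C. Detection reagent was added for 30–60 min at room temperature, and luminescence was read.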
IL1B secr inh: blocks inflammasome-driven IL-1 beta release; activity change, % at 57.5 µM; THP-1 LPS/ATP IL-1B secretion, AlphaLISA, 16 h; stronger effect = lower value; 360,000 tested, 4.7% active; in the data active = activity change below about -50%; inconclusive = mostly about -30% to -49%; also: % is scaled to controls: 0 for no effect and ±100 for the full control effect
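Secreted IL-1B measured by AlphaLISA bead assay after 16 h compound exposure of THP-1 cells; compounds (final up to 57.5 uM) added 1 h before LPS (250 ng/mL) and ATP (1.25 mM) stimulation; lower signal means less secretion.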
SW480 rereplic: induces DNA re-replication in SW480 colon adenocarcinoma cells; Potency, µM (titrated, usually from 46.1 µM), for the others: top-dose re-replication activation, usual class: activators; 340,000 tested, 1.8% active; AID 624297; SW480 DNA re-replication, Hoechst DNA content imaging, 48 h; also: potency is read from the fitted curve at half-maximal effect; % of control where 0% means no effect; nearly all actives have a fitted effect of over 55% in size
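Cells (250 per well) received 23 nL compound or DMSO by pin tool and were kept 48 hr at 37 C, 5% CO2. Nuclei were then stained with Hoechst for 40 min and scanned for DNA content.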
MCF10A rereplic: induces DNA re-replication in MCF 10a normal breast cells; MCF 10A DNA re-replication, Hoechst nuclear intensity, 48 h; Potency, µM (top dose mostly 46.1 µM), for inactives: at the highest dose activity, positive = re-replication, actives largely listed as activators; 350,000 tested, 2.9% active; AID 624296; also: potency is read from the fitted curve at half-maximal effect; % of control where 0% means no effect; nearly all actives have a fitted effect of over 50% in size
HT1080 IDH1KD tx: kills HT-1080 cells with IDH1 knockdown. HT-1080 IDH1 knockdown viability, ATP luminescence, 48 h. Potency, µM (titrated, usually from 46.1 µM), for the others: top-dose activity, negative = toxicity, most hits filed as cytotoxic. 360,000 tested, 2% active;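 also: potency is read from the fitted curve at half-maximal effect; 0% = DMSO wells and -100% = cell-free medium wells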
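HT-1080-IDH1KD cells (IDH1 knocked down), 750/well in RPMI with 5% FBS, treated with compound 48 h at 37 degrees C. Viability by CellTiter-Glo luminescence, normalised to DMSO and no-cell wells; concentration-response curves classed.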
KB-V1 cytotox: kills drug-selected multidrug resistant KB-V1 cells; KB-V1 MDR cells viability, CellTiter-Glo, 72 h; Potency, µM (titrated, usually from 46.1 µM), for inactives: at the highest dose activity change, negative = cytotoxicity, hits mostly cytotoxic; 400,000 tested, 3.4% active; also: potency is read from the fitted curve at half-maximal effect; % is scaled to controls: 0 for no effect and ±100 for the full control effect; nearly all actives have a fitted effect of over 60% in size
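Potencies derive from concentration-effect curves fitted to normalized luminescence (CellTiter-Glo) of KB-V1 cells treated for 72 h at 37 degrees C in phenol-red-free DMEM containing 10% FBS.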
GLP1R cytotox: cytotoxicity counter-screen for GLP-1 receptor inverse agonists; HEK293 cAMP-luciferase reporter cells, luminescence, 24 h; Potency, µM (doses to about 38.3 µM), for the others: top-dose activity change, negative = inhibition, usual class: inhibitors; 410,000 tested, 0.13% active; AID 624418;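 also: loss of luciferase light is scored as toxicity; potency is read from the fitted curve at half-maximal effect; % is scaled to controls: 0 for no effect and ±100 for the full control effect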
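Compound-treated cells are incubated 24 hr at 37 deg C under 5% CO2 after a 12 hour attachment period, then luciferase detection reagent is added and luminescence is measured following 12 min at room temperature; lowered signal indicates toxicity.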
HT1080NT lethal: kills 2HG-producing HT-1080-NT fibrosarcoma cells; HT-1080-NT fibrosarcoma viability, CellTiter-Glo ATP luminescence, 48 h; Potency, µM (highest dose often 46.1 µM), for inactives: top-dose activity, negative = less viability, most hits filed as cytotoxic; 360,000 tested, 1.6% active;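 also: NT is the 2HG producing partner of a matched IDH1 knockdown line; potency is read from the fitted curve at half-maximal effect; 0% = DMSO-treated cells and -100% = media-only wells without cells; nearly all actives have a fitted effect of over 55% in size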
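Toxicity toward the 2HG-producing NT line was scored as %Activity, normalised to DMSO and no-cell wells, from CellTiter-Glo luminescence after 48 hours' treatment.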
* marks the source's active call; other numbers are inactive results; ? = inconclusive; . = not tested or not shown; & = joins results of further samples; [ ] = dose if it differs, or a comment. Unless noted, calls follow the shape of the dose curve; as a rule, active = well fitted curve in the direction sought with a large enough effect; inconclusive = small, poorly fitted or top-dose-only effect, or another doubt; inactive = no such curve, though single readings can be large; an effect the other way counts as inactive or inconclusive.

Every second line gives: KB-3-1 cytotox | DRD3 agonist | IL1B secr inh | SW480 rereplic | MCF10A rereplic | HT1080 IDH1KD tx | KB-V1 cytotox | GLP1R cytotox | HT1080NT lethal
Fc1ccc(Nc2nc(NCc3cccs3)nc3ccsc23)cc1
 : 0% | 1 | -28 | . | . | 0% | -14% | 7% | ?
O=C(c1ccco1)N1CCCN(Cc2nc(-c3cccs3)no2)CC1
 : 4% | 1 | 6 | ? | -5% | -1% | 17% | 9% | 0%
Cc1nc(SCC(=O)Nc2cccc(C(=O)O)c2)n[nH]1
 : 3% | 1 | -2 | -2% | 0% | 2% | 15% | -1% | 1%
COc1cccc(OCc2nc3ccccc3n2CCOc2ccccc2)c1
 : ? | -4 | . | . | . | . | ? | 13% | .
CCOC(=O)c1c(CC(C)C)csc1NC(=O)COC(=O)c1cnc(C)cn1
 : 0% | 0 | 8 | . | . | 0% | 13% | 8% | -1%
COc1ccc(NC(=O)CN(C)C(=O)c2cn(-c3ccccc3)nc2-c2ccc(Cl)cc2)cc1
 : ? | -6 | -60* | 23µM* | 15% | ? | 23µM* | -11% | ?
COc1ccc(CN2C(=O)c3ccccc3C2c2nnnn2-c2ccc3c(c2)OCCO3)cc1OC (stereo not drawn)
 : 12% | 2 | 40 | . | . | 15% | ? | -4% | 8%
CCn1c(C)nnc1SCC(=O)Nc1cccc(C(F)(F)F)c1
 : 11% | 1 | -7 | 1% | ? | 0% | -14% | -1% | 0%
CSc1nsc(SCC(=O)Nc2ccccc2)n1
 : -7% | 2 | 11 | -4% | 13% | 16% | 24% | -7% | ?
Cc1ccc(NC2=CC(=O)C(=O)c3ccccc32)c(C)c1
 : ? | -2 | -8 | 9% | -5% | 1% | ? | -3% | 6%
CC(=O)c1cccc(NC(=O)NCCS(C)=O)c1 (stereo not drawn)
 : -4% | 0 | -1 | 1% | -8% | 8% | ? | -15% | -3%
N#CC(C#N)=C1C=C2C=C(N3CCOCC3)CCC2CC1 (stereo not drawn)
 : ? | 4 | -10 | -1% | -2% | 29% | -17% | -9% | 13%
CN(C(=O)Cc1c(C(=O)O)n(C)c2ccccc12)c1cccc(C(F)(F)F)c1
 : 28% | -6 | 38 | -2% | -1% | 14% | 2% | 9% | 0%
CCCn1nnnc1NCc1ccc(F)cc1
 : 0% | 1 | 8 | -11% | 2% | 8% | 18% | -25% | 8%
CCc1ccccc1NC(=O)Nc1cc(C(=O)NCc2cccc(F)c2)ccc1N1CCCC1
 : -2% | 15 | . | . | . | . | -21% | 2% | .
Cn1c(-c2ccc3c(c2)OCO3)cnc1NCc1cccc(O)c1
 : 3% | -4 | -20 | -15% | -4% | ? | -12% | -2% | -29%
CCN(CC)C(=O)CSc1nc2ccc(NC(=O)CSc3nccn3C)cc2s1
 : -12% | 1 | -53* | -4% | -2% | -5% | ? | -5% | -22%
CC(=O)/C(C#N)=C1\NC(=O)C(Cc2ccccc2C)S1 (stereo not drawn)
 : ? | -1 | . | 4% | -8% | ? | 5.8µM* | 2% | -24%
CC1(c2ccccc2Cl)NC(=O)N(CC(=O)NCc2ccc3c(c2)OCO3)C1=O (stereo not drawn)
 : -11% | -5 | 8 | 10% | -12% | -1% | -6% | 3% | -5%
Cc1ccc(N=Cc2cc3c(cc2[N+](=O)[O-])OCO3)cc1[N+](=O)[O-]
 : 1% | 0 | 10 | -4% | 2% | -13% | 9% | 1% | -11%
Cc1ccccc1C(=O)NC1CC(C)(C)NC(C)(C)C1
 : -7% | -11 | -5 | -5% | -8% | 28% | -2% | 2% | 9%
Cc1cc(Br)ccc1NC(=S)N1CCOCC1
 : 8% | 4 | -26 | -4% | -36%[inhibitor] | 2% | 26% | 7% | 6%
Cc1cccc(N2C(=O)c3ccc(C(=O)Nc4c[nH]c(=O)[nH]c4=O)cc3C2=O)c1
 : 8% | 1 | 3 | -19% | 1% | 22% | 15% | 3% | ?
Clc1cc(Br)ccc1NCc1cccnc1
 : -1% | 1 | -19 | -11% | -1% | -5% | -9% | 15% | -2%
Cc1cccc(C(=O)O/N=C2/CC3CCC2(C)C3(C)C)c1 (stereo not drawn)
 : 0% | -8 | 14 | 12% | 3% | 14% | 4% | 4% | 14%
Cc1cc(Br)ccc1NC(=O)CN(C)C(=O)C1CCN(c2ncnc3sc(C)c(C)c23)CC1
 : -27% | 11 | -56* | ? | ? | ? | ? | -31% | ?
COC(=O)c1ccc(Nc2cc(C)nc(-c3ccccc3O)n2)cc1
 : 0% | 3 | -11 | ? | ? | -2% | 0% | 10% | 0%
O=C(O/N=C(\c1ccccc1)c1ccccn1)c1cccc2ccccc12
 : 19% | 6 | 0 | . | -2% | 17% | -1% | -5% | 8%
Cc1ccc(C)c(SCC(=O)N(C)C2CCS(=O)(=O)C2)c1 (stereo not drawn)
 : . | -26 | -2 | -6% | ? | -14% | . | -9% | -10%
CCC1Nc2ncnc(N3CCN(c4ccccn4)CC3)c2N(Cc2ccc(Cl)cc2)C1=O (stereo not drawn)
 : ? | -54 | -59* | ? | -44%[inhibitor] | -19% | -1% | -2% | -21%
NC(=O)c1ccc[n+](CC(=O)c2ccc(Br)cc2)c1
 : 0% | 1 | -1 | 10% | 0% | -1% | 28% | -17% | 3%
CC(=O)N1CCC(N(Cc2ccc(C)o2)C(=O)Nc2ccc(C)cc2)CC1
 : 12% | 6 | . | . | . | . | -8% | 4% | .
O=C(COc1ccc(/C=N/NS(=O)(=O)c2ccccc2)cc1)Nc1cccc(Cl)c1
 : -5% | 3 | -11 | -7% | -3% | ? | -14% | -16% | ?
O=C1c2ccccc2CC1(Cc1ccccc1)Cc1ccccc1
 : 5% | -2 | 0 | 1% | ? | -23% | -14% | -4% | -15%
Cc1cnc(C)c(N2CCC(C(=O)NCc3ccco3)CC2)n1
 : 10% | 2 | 20 | 0% | -3% | 17% | -24% | -8% | 10%
Cc1ccc(S(=O)(=O)N(CCC(=O)NCc2ccccc2F)c2ccccc2)cc1
 : -3% | -3 | -21 | -13% | 4% | 1% | -13% | 0% | 8%[9.24 µM]
Cc1ccc2c(CNC3CCCCC3)c(C(=O)O)n(Cc3ccc(F)cc3)c2c1
 : ? | 4 | . | . | . | . | -8% | -14% | .
CCN(CC)C(=O)C(=O)Nc1cccc(Br)c1
 : -1% | -1 | -7 | -23% | 7% | -1% | 12% | 3% | -3%
CC(C)=CCN1CCN(Cc2coc3ccc(C)cc3c2=O)CC1CCO (stereo not drawn)
 : 12% | -8 | -4 | -5% | 1% | 13% | -16% | -1% | -8%
COc1ccc(NC(=O)c2oc3ccccc3c2NC(=O)c2cc(=O)c3cc(Cl)ccc3o2)cc1
 : 10% | 8 | . | . | . | . | ? | -9% | .
CC(C)c1ccc(S(=O)(=O)c2cnc(SCC(=O)Nc3ccc(F)cc3F)nc2N)cc1
 : 18% | 5 | . | . | . | . | -14% | 7% | .
CCOC(=O)Cn1c(C)cc(=O)c2cccc(C)c21
 : -13% | -8 | 8 | 1%[9.22 µM] | 8% | -2% | 7% | 26% | -7%
Cc1ccc(NC(=O)c2cc(S(=O)(=O)Nc3ccc(C)cc3)cs2)cc1
 : ? | -7 | -78* | ? | 6% | -17% | 4.1µM* | ? | -6%
COc1cc(-c2cc3nc(NCCN(C)C)ccn3n2)cc(OC)c1OC
 : 0% | -5 | -9 | . | . | -4% | 1% | -6% | -3%
C#CCOCCOCCOCCNc1nc(N2CCOCC2)nc(N2CCN(C(=O)CCCCCCCCCCNC(=O)[C@H]([C@@H](C)CC)n3cc(CCCCN=C(N)N)nn3)CC2)n1
 : 3% | -8 | ? | -3% | -3% | -1% | 18% | -5% | 2%

A few values from the results shown:
Reading for CC(=O)N1CCC(N(Cc2ccc(C)o2)C(=O)Nc2ccc(C)cc2)CC1 under GLP1R cytotox: 4%
Reading for Cc1cnc(C)c(N2CCC(C(=O)NCc3ccco3)CC2)n1 under KB-3-1 cytotox: 10%

Later entries:
Every second line gives: KB-3-1 cytotox | DRD3 agonist | IL1B secr inh | SW480 rereplic | MCF10A rereplic | HT1080 IDH1KD tx | KB-V1 cytotox | GLP1R cytotox | HT1080NT lethal
CCCNC(=O)C1(C)CCCN(Cc2cccc(Oc3ccccc3)c2)C1 (stereo not drawn)
 : 0% | -1 | -2 | . | . | -28% | -2% | -1% | -17%
C[C@H](CO)N1C[C@H](C)[C@@H](CN(C)S(=O)(=O)c2ccc(Oc3ccccc3)nc2)OCc2cnnn2CCCC1=O
 : -11% | 1 | 12 | . | . | 11% | 12% | 5% | 2%
O=C(/C=C/c1ccc(Cl)c(Cl)c1)NCCCn1ccnc1
 : 16% | -12 | -6 | -1% | ? | -7% | ? | -6% | -16%
C=C1c2cc(C)ccc2NC(=O)N1c1ccccc1
 : 6% | 6 | -29 | 1% | -25% | 1% | 9% | 7% | -17%
CCOc1ccc(CCNC(=O)CN2C(=O)NC3(CCCCC3)C2=O)cc1OCC
 : 0% | 4 | 1 | -3% | 0% | 6% | -2% | -10% | 6%
COC(=O)c1ccccc1NC(=O)CSc1n[nH]c(CC(C)C)n1
 : -5%&6% | 3&-11 | 19 | -3% | 4% | 4% | 1%&2% | -9%&6% | -1%
N#Cc1c(NC(=O)COC(=O)c2ccc(F)cc2)sc2c1CCC2
 : -1% | 4 | -13 | -6% | 0% | 6% | 21% | 7% | 13%
CCc1ccc(-c2csc3nc[nH]c(=O)c23)cc1
 : -13% | -6 | -8 | ? | ? | 9% | -2% | -9% | -4%
Cc1ccc(NC(=O)c2ccc(OCC3CCCO3)cc2)cc1 (stereo not drawn)
 : -21% | -6 | 9 | 4% | ? | 7% | 21µM* | -1% | 2%
